PfHsp90 yeast 2 – reduces growth (ATP signal) of yeast expressing P. falciparum Hsp90. S. cerevisiae expressing PfHsp90, BacTiter-Glo ATP, 48 h; yeast lacking PDR1 and PDR3 efflux regulators. inhibition, % at 9.4 µM. actives 0.32% (n = 310,000);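 active means every replicate shows inhibition above about 80%, whatever the replicate mean, limit read from the data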;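 further: 0% = DMSO neutral controls and 100% = 20 µM radicicol positive controls; yeast relying on Plasmodium falciparum Hsp90 in place of its own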
PKA-R1A activ – activates the PKA-R1A holoenzyme complex. P00514+P68181. PKA-R1A dissociation, Cy5-IP20 fluorescence polarization; scaled: DMSO 0%, 113 µM cGMP 100%. activation, % at 11.4 µM. actives 0.083% (n = 340,000);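 active means percent activation above the mean of all tested compounds plus 3 SD, cut at about 19% in these data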;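 further: higher means more PKAc released from R1A so a rise in polarization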
MOR-DOR ag – OPRM1-OPRD1 heterodimerization agonism. P35372+P41143. cells, luminescence. activation, % at 9.3 µM. actives 0.3% (n = 340,000); in the data active means activation above about 18%;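 further: 0% = vehicle-treated cells and 100% = reference agonist; values of inactives mirror those of a sister screen read the other way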
Target sequence (P35372 whole entry, looked up): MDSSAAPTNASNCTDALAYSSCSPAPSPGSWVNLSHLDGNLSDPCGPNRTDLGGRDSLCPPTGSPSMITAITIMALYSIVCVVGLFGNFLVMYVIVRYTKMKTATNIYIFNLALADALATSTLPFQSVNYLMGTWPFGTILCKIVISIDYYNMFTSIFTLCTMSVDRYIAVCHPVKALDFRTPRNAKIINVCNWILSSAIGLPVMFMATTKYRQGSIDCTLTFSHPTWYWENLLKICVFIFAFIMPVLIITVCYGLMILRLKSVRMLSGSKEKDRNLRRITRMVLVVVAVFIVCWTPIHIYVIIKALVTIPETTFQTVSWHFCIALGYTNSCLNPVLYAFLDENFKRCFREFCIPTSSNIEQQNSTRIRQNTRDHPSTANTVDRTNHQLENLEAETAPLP
Target sequence (P41143 whole entry, looked up): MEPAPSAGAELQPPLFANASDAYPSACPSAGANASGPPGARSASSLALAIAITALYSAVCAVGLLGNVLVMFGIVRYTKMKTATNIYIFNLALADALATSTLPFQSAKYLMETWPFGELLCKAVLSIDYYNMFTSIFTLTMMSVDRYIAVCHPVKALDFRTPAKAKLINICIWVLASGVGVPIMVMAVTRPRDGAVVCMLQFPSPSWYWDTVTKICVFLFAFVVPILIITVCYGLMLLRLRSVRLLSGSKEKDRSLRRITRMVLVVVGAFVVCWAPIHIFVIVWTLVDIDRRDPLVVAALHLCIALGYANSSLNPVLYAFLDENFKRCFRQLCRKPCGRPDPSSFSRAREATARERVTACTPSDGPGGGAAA
phage Ecoli inh – E. coli growth loss with phage present. growth absorbance. inhibition, % at 11.9 µM. actives 0.26% (n = 360,000); in the data active means inhibition above about 11%
SUMO Mot1 rescue – inhibitors of SUMOylation pathway: yeast Mot1-301 growth rescue. S. cerevisiae Mot1-301 growth rescue, ATP luminescence, 38.5C; percent above DMSO median, 100 means doubled. growth rescue, % at 18.8 µM. actives 1% (n = 320,000). AID 2716;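 active means every valid replicate shows activation above 250% relative to neutral control wells; inactive means the rest, any valid replicate at or below 250%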;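 further: OY570 slx delta 5 strain wells were the positive control but not used for scaling; some compounds called inactive have numbers as strong as hits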
E coli growth – reduces bacterial viability in AddAB counter-screen | inhibition, % at 11.9 µM | AID 449728 | E. coli V3065 growth, OD600 absorbance, 18 h | actives 0.27% (n = 330,000);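 active means inhibition above the campaign's mean inhibition across all tested compounds plus 3 SD, cut at about 9.9% in these data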;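 further: uninfected addAB+ strain grown without phage in ampicillin broth; 0% = DMSO wells and 100% = ciprofloxacin 0.95 µg/ml wells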
HTR5A ag ctr – HTR5A agonism, opioid heterodimer counter-screen. AID 504692. activation, % at 9.3 µM. HTR5A agonist assay, luminescence, cell-based. actives 0.61% (n = 340,000). P47898; in the data active means activation mostly above about 9.5%, no sharp cut-off; inactive means mostly below about 7.6%;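 further: 0% = cells with vehicle only and 100% = reference agonist; strong numbers were not always called active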
MOR-DOR inv ag – inverse agonists of human mu-delta opioid receptor heterodimerization. actives 0.21% (n = 340,000). inhibition, % at 9.3 µM. AID 504357. cell-based MOR-DOR heterodimer luminescence, inverse agonism. P35372+P41143; in the data active means inhibition above about 22%, passing the limit was not always enough;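 further: 0% = cells with DMSO and 100% = wells without cells with DMSO; values of inactives mirror those of a sister screen read the other way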
AddAB inh – less growth of phage-infected E. coli with AddAB. E. coli expressing H. pylori AddAB, absorbance growth. AID 435030. inhibition, % at 11.9 µM. actives 0.29% (n = 330,000); in the data active means inhibition above about 12%;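 further: 0% = vehicle wells of infected cells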
DSG3 Ab inh – human desmoglein-3 autoantibody binding inhibition; P32926; DSG3-coupled beads, scFv-anti-DSG3-GFP binding, flow cytometry; stronger effect = lower value; binding (percent of control), % at 10 µM; actives 0.48% (n = 310,000);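 active means binding more than 3 SD below its plate's average and above zero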;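 further: hits lower antibody fragment binding to DSG3; some compounds called inactive have numbers as strong as hits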
HTR5A inv ctr – HTR5A inverse agonism, opioid heterodimer counter-screen. P47898. HTR5A cell line, luminescence. inhibition, % at 9.3 µM. actives 0.083% (n = 340,000). AID 504634; in the data active means inhibition mostly above about 23%, no sharp cut-off; inactive means mostly below about 18%;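 further: 0% = cells with DMSO and 100% = no-cell wells with DMSO; some compounds called inactive have numbers as strong as hits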
Active calls of the source: *; · = no result given. This is a random part of the collection; any-hit rate near 3.2%.

Order of values: PfHsp90 yeast 2 | PKA-R1A activ | MOR-DOR ag | phage Ecoli inh | SUMO Mot1 rescue | E coli growth | HTR5A ag ctr | MOR-DOR inv ag | AddAB inh | DSG3 Ab inh | HTR5A inv ctr
CC(C)C(=O)Nc1ccc(C(=O)NNC(=S)NC(=O)c2cccs2)cc1
→ 19 | -7 | -4.5 | -2.2 | -4 | -4.7 | 3 | 24 | 3.5 | 109 | 0
O=C1CCNCCN1[C@H](CO)Cc1ccccc1
→ -7 | 2 | -1.4 | 1.8 | -5 | -1.4 | -1 | 8 | 4.8 | 100 | -16
Cc1cccc(NC(=O)C2CCN(S(=O)(=O)c3cccc4nsnc34)CC2)n1
→ 7 | 1 | -1.6 | 1.0 | -14 | 0.5 | 1 | 9 | -0.3 | 98 | -10
CC(=O)Oc1c(C(C)C)cc(N(C(C)=O)c2ccccc2)cc1C(C)C
→ -20 | 12 | 2.0 | 0.5 | 2 | -2.3 | 2 | -10 | -4.2 | 104 | 15
Cc1cccc(C(=O)NCC(=O)OCC(=O)N(C)CC(=O)Nc2ccc(F)cc2)c1
→ · | -3 | -0.8 | 0.7 | -6 | -1.5 | 7 | 5 | -1.6 | 102 | -20
CCN(C(=O)COC(=O)CNS(=O)(=O)c1ccc(SC)c([N+](=O)[O-])c1)C1CCCCC1
→ · | -19 | 1.1 | -1.9 | 85 | 2.1 | 0 | -6 | 3.4 | 120 | 0
O=C(CN1CCN(CC(=O)Nc2ccccc2Cl)CC1)Nc1ccc2c(c1)OCCO2
→ -25 | -14 | 2.6 | 0.7 | 6 | -0.9 | 3 | -12 | 1.9 | 107 | 5
COc1cc(C(=O)OCC(C)=O)ccc1OCc1c(C)noc1C
→ -25 | 2 | -2.0 | 2.8 | · | · | -1 | 9 | · | · | 2
COC(=O)c1ccc(NC(=O)CCCN2C(=O)NC(C)(C)C2=O)cc1
→ -9 | -4 | -1.9 | 1.0 | · | · | -1 | 10 | · | 100 | -8
CCCNC(=O)[C@H](C)NC(=O)c1ccc(Br)cc1
→ 20 | 6 | -0.8 | 0.5 | -17 | -2.2 | -1 | 4 | 2.1 | 101 | 3
CCc1nc2sc(C(C)=O)c(N)c2c2c1CCCC2
→ · | · | · | 1.6 | -3 | -3.2 | · | · | -0.3 | 102 | ·
Cc1cc(C)cc(NC(=O)c2cc(C)n(Cc3cccs3)c2C)c1
→ 8 | -14 | 2.6 | 1.9 | 4 | 0.6 | 5 | -14 | 0.6 | 101 | 5
CCC1(CC)SCCNC1=O
→ 28 | -12 | -1.1 | 0.1 | · | · | -1 | 6 | · | 104 | 5
CC(=O)c1ccc(OCCOc2ccc(Cl)c3cccnc23)cc1
→ -50 | -21 | 0.8 | 2.2 | -35 | 4.1 | 0 | -4 | -0.4 | 97 | 0
Cc1ccc(-n2ncc3c(=O)n(-c4ccc(C)c(C)c4)c(-c4ccco4)nc32)cc1
→ · | -6 | 2.0 | 2.2 | 177 | -1.8 | 2 | -11 | 0.6 | 99 | -8
CCOC(=O)c1ccc(COC(=O)CNC(=O)CNC(=O)Cc2ccccc2)cc1
→ 3 | -4 | -1.6 | 0.2 | -20 | 1.8 | 1 | 6 | 5.6 | 110 | -1
Cc1ccc(C)c(OCc2cc(C(=O)N(C)Cc3ccccn3)no2)c1
→ 2 | -4 | -1.4 | 1.7 | -2 | 0.5 | -1 | 7 | 1.5 | 101 | -40
CN(C)S(=O)(=O)c1cccc(NC(=O)CN2C(=O)NC3(CCc4ccccc4C3)C2=O)c1 (stereo not given)
→ -29 | 1 | -1.9 | 3.4 | -23 | -0.8 | 1 | 10 | -1.6 | 103 | 1
CSc1ccccc1NC(=O)CCn1c(=O)oc2ccccc21
→ -27 | 1 | -0.1 | 4.0 | 1 | 1.0 | 3 | 1 | 0.5 | 102 | -2
CCN(CC)c1nc(SCC(=O)O)nc(N(CC)CC)n1
→ · | 8 | -1.2 | 1.0 | 4 | 1.6 | -3 | 6 | 1.8 | · | 10
COC(=O)C1C(=O)C2=C(CC1C)NC(C)=C(C(=O)OC(C)C)C2c1ccc(OC)c(O)c1 (stereo not given)
→ · | 20* | -2.9 | -0.6 | -12 | 0.6 | -1 | 14 | -1.2 | 106 | 3
O=C(Nc1cccc(S(=O)(=O)N2CCCC2)c1)c1ccc2c(c1)OCO2
→ -26 | 9 | -0.7 | 4.1 | -19 | 1.0 | 2 | 4 | 1.9 | 87 | -6
Cc1ccc(S(=O)(=O)N2CCCCC2)cc1C(=O)OCC(=O)NC(=O)NC12CC3CC(CC(C3)C1)C2
→ -2 | 1 | 3.2 | -0.5 | -15 | -1.0 | 2 | -17 | 0.0 | 101 | -7
CCCS(=O)(=O)N1CCC(C(=O)NCCCN(C)Cc2ccccc2)CC1
→ 9 | -11 | 0.2 | 3.9 | -6 | 2.9 | 1 | -1 | 0.8 | 99 | -16
Cc1cccc(NC(=O)Cn2nnc(C(=O)NCc3cccs3)c2N)c1C
→ -8 | 0 | -1.3 | 0.1 | 3 | 0.7 | 3 | 8 | 2.1 | · | 9
COc1ccc(CCNC(=O)CCN2C(=O)C(C)Oc3ccc(C)cc32)cc1OC (stereo not given)
→ · | -4 | -1.9 | 2.2 | 15 | 2.5 | -1 | 10 | 1.9 | 104 | 7
CNCc1ccccc1OCc1ccc(F)cc1
→ -17 | -9 | -1.1 | 3.9 | 1 | -2.9 | -3 | 8 | 3.3 | 106 | 7
Cc1c(O)c(S(=O)c2ccccc2)c(=O)n(-c2ccccc2)c1-c1ccccc1 (stereo not given)
→ 3 | -12 | 0.6 | 1.7 | 62 | -0.7 | 3 | -4 | 2.0 | 95 | 9
COc1ccccc1N1CCN(C(=O)c2oc3cc(C)cc(C)c3c2C)CC1
→ -6 | 1 | 2.5 | 5.1 | -8 | -1.2 | 0 | -12 | 1.0 | · | 5
Cc1ccc(NC(=O)C2CCN(S(=O)(=O)c3ccc4c(c3)NC(=O)C(C)S4)CC2)c(C)c1 (stereo not given)
→ -8 | -15 | -0.6 | 1.1 | -19 | -4.2 | 2 | 3 | -2.5 | · | -1

Reprinted from the part before: two entries, then new ones.
Order of values: PfHsp90 yeast 2 | PKA-R1A activ | MOR-DOR ag | phage Ecoli inh | SUMO Mot1 rescue | E coli growth | HTR5A ag ctr | MOR-DOR inv ag | AddAB inh | DSG3 Ab inh | HTR5A inv ctr
COc1ccccc1N1CCN(C(=O)c2oc3cc(C)cc(C)c3c2C)CC1
→ -6 | 1 | 2.5 | 5.1 | -8 | -1.2 | 0 | -12 | 1.0 | · | 5
Cc1ccc(NC(=O)C2CCN(S(=O)(=O)c3ccc4c(c3)NC(=O)C(C)S4)CC2)c(C)c1 (stereo not given)
→ -8 | -15 | -0.6 | 1.1 | -19 | -4.2 | 2 | 3 | -2.5 | · | -1
Cc1cc(C)n2cc(COc3ccccc3)nc2n1
→ 22 | -3 | -2.9 | 4.4 | -4 | -0.3 | 1 | 16 | 2.4 | 106 | -4
CC(C)CN1CCN(Cc2ccc(C#CC(C)(C)O)cc2)CC1CCO (stereo not given)
→ 8 | -5 | -0.2 | -0.1 | -11 | -1.4 | 5 | 1 | 0.9 | 101 | -12
CN1C(=O)S/C(=C\c2ccccc2OCc2ccc(C(=O)O)cc2)C1=O
→ 14 | -6 | -2.6 | 2.1 | -8 | -2.6 | -5 | 12 | 1.6 | 105 | 6
COc1cccc(NC(=O)c2cccs2)c1
→ · | -1 | -2.3 | -0.9 | 18 | 0.0 | 1 | 12 | -0.5 | 98 | -7
COc1ccc(S(=O)(=O)N2CCC(C(=O)Nc3cccc(Cl)c3)CC2)cc1OC
→ -3 | -2 | -1.9 | 3.1 | 2 | -1.8 | -1 | 11 | 1.3 | 114 | 3
Cc1onc(-c2ccccc2)c1C(=O)O/N=C(\N)c1ccc([N+](=O)[O-])o1
→ -2 | -19 | 2.5 | -16 | -8 | 7.4 | 2 | -13 | 16* | · | -26
COc1ccc(/C=N/NC(=O)c2ccc[nH]2)cc1
→ -8 | 5 | -2.4 | -2.3 | 99 | -3.4 | -1 | 13 | -0.3 | 99 | 4
CCn1c(SCC(=O)Nc2nc(-c3ccccc3)cs2)nnc1-c1ccccc1O
→ 11 | -6 | 5.0 | 1.6 | 78 | -3.4 | 3 | -21 | 0.3 | 78 | -7
Cc1nnc(SC(C)C#N)n1-c1ccccc1 (stereo not given)
→ 0 | -13 | -1.6 | 0.0 | -8 | 0.3 | -2 | 9 | 1.9 | 97 | 4
COCCn1nnnc1C(C(C)C)N(Cc1cccnc1)Cc1ccccc1Cl (stereo not given)
→ 2 | 1 | -2.5 | 1.9 | 50 | 0.4 | -2 | 14 | 1.6 | 103 | 5
O=C(NOCc1ccccc1)OCc1ccccc1
→ -12 | 5 | 2.0 | 2.6 | · | · | 2 | -9 | · | 100 | -9
COc1cc(OC)cc(-c2nc3ccccc3c(=O)o2)c1
→ 1 | -3 | 0.2 | 1.0 | · | -0.6 | 3 | -1 | 2.2 | 99 | -19
CCN1CCN(S(=O)(=O)c2ccc(Cl)c(C(=O)Nc3nnc(C)s3)c2)CC1
→ · | 5 | -1.6 | 1.9 | -1 | -2.5 | 4 | 10 | -1.2 | 98 | -12
COc1cc(/C=C/c2noc(-c3ccccc3O)n2)ccc1OC(C)=O
→ 26 | 0 | -0.4 | 0.5 | 85 | 0.7 | -1 | 2 | -0.2 | -14 | -21
S=C(c1ccc(-c2ccc(Cl)c(Cl)c2)o1)N1CCOCC1
→ -15 | -3 | 5.0 | · | -12 | -0.9 | 3 | -28 | 1.3 | 101 | -8
COc1ccc([C@@H]2[C@@H]3C(=O)N(C(C)(C)C)C(=O)[C@@H]3[C@]3(Cc4ccccc4)C(=O)N(c4cccc(Br)c4)C(=O)N23)cc1
→ · | 0 | -2.5 | 1.8 | -7 | -1.1 | -1 | 14 | -0.8 | 103 | -20
Cc1ccc(C(=O)C(C)OC(=O)CN2C(=O)NC3(CCCC3)C2=O)cc1C (stereo not given)
→ -20 | 0 | -0.4 | 3.4 | · | -1.5 | -4 | 2 | 3.9 | 101 | 11
CN(C)S(=O)(=O)c1cc(NC(=O)CN2CCN(c3ccccc3)CC2)ccc1Cl
→ 9 | -6 | -2.0 | 3.5 | 0 | -0.3 | -4 | 10 | 2.8 | 99 | -5
COc1cccc(C2NC(=O)c3ccccc3O2)c1OC (stereo not given)
→ · | 2 | 0.1 | 0.3 | 0 | 1.2 | -3 | 0 | -1.1 | 104 | 7
Cc1cccc(-c2nn(-c3ccccc3)cc2C(=O)Nc2cccc(S(=O)(=O)NC3=NCCC3)c2)c1
→ · | -21 | -3.1 | -1.0 | -10 | 1.1 | -8 | 16 | -0.8 | 101 | 20
CCn1c2ccccc2c2cc(N)ccc21
→ 15 | 4 | 2.7 | 2.3 | 3 | -0.8 | -1 | -14 | 0.4 | 94 | 5
CCOC(=O)C(NC(=O)CC)(Nc1nc2c(s1)CCCC2)C(F)(F)F (stereo not given)
→ 75 | -6 | -3.8 | 2.7 | 1 | -2.5 | 6 | 20 | -0.2 | 112 | -24
Cc1ccc(COc2ccc(/C=N/NC(=O)c3nnn(-c4nonc4N)c3COc3ccc(F)cc3)cc2)cc1
→ 1 | 2 | -2.2 | 1.8 | -31 | 2.0 | 5 | 11 | 1.3 | 94 | -14

Bioassay records as filed in PubChem.
